HT1080NT lethal: kills 2HG-producing HT-1080-NT fibrosarcoma cells | HT-1080-NT fibrosarcoma viability, CellTiter-Glo ATP luminescence, 48 h | Potency, µM (highest dose often 46.1 µM), for inactives: at the highest dose activity, negative = less viability, usual class: cytotoxic | 1.6% of 360,000 active | AID 686970;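 also: NT is the 2HG producing partner of a matched IDH1 knockdown line; 0% = DMSO-treated cells and -100% = media-only wells without cells; nearly all actives have a fitted effect of over 55% in size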
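A 48-hour cytotoxicity screen used HT-1080-NT cells plated 2 hours before compound delivery. ATP-based CellTiter-Glo luminescence measured viability, normalized to DMSO and no-cell controls.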
HT1080 IDH1KD tx: toxicity to HT-1080 IDH1 knockdown cells (counter line) | HT-1080 IDH1 knockdown viability, ATP luminescence, 48 h | Potency, µM (series often up to 46.1 µM), inactives show at the highest dose activity, negative = toxicity, actives largely listed as cytotoxic | 2% of 360,000 active;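 also: 0% = DMSO wells and -100% = cell-free medium wells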
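IDH1KD HT-1080 cells, 750/well, RPMI + 5% FBS; compound pinned after 2 h settling; 48 h, 37 °C; CellTiter-Glo luminescence; % activity normalised to DMSO and no-cell wells; curves fitted, classed by r2 and efficacy.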
KB-V1 cytotox: kills drug-selected multidrug resistant KB-V1 cells. KB-V1 MDR cells viability, CellTiter-Glo, 72 h. Potency, µM (doses to about 46.1 µM), without a hit: at the highest dose activity change, negative = cytotoxicity, actives largely listed as cytotoxic. 3.4% of 400,000 active. AID 1347076; also: % is scaled to controls: 0 for no effect and ±100 for the full control effect; nearly all actives have a fitted effect of over 60% in size
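KB-V1, DMEM (no phenol red) + 10% FBS; cpd pin-transferred, titration series; 72 h, 37 degrees C; CellTiter-Glo, luminescence. Data normalized, curve-fit.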
HEK293 tox: cytotoxic in the GLP-1 receptor inverse agonist counter-screen | HEK293 cAMP-luciferase reporter cells, luminescence, 24 h | Potency, µM (series often up to 38.3 µM), for inactives: top-dose activity change, negative = inhibition, actives largely listed as inhibitors | 0.13% of 410,000 active | AID 624418;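 also: loss of luciferase light is scored as toxicity; % is scaled to controls: 0 for no effect and ±100 for the full control effect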
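Luminescence readout: signal drop marks cytotoxicity. Plated cells grew 12 h at 37 °C, 5% CO2, received 23 nL compound for 24 h, then got luciferase reagent, read after 12 min at RT.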
GLP-1R inv ag: inverse agonists of human GLP-1 receptor | HEK293 GLP-1R CRE-luciferase, luminescence, 24 h; GLP-1R form is constitutively active | P43220 | Potency, µM (series often up to 38.3 µM), without a hit: at the highest dose activity change, negative = inhibition, most hits filed as inhibitors | AID 624417 | 1.6% of 410,000 active; also: % is scaled to controls: 0 for no effect and ±100 for the full control effect; nearly all actives have a fitted effect of over 55% in size
Target sequence (P43220 whole entry, looked up): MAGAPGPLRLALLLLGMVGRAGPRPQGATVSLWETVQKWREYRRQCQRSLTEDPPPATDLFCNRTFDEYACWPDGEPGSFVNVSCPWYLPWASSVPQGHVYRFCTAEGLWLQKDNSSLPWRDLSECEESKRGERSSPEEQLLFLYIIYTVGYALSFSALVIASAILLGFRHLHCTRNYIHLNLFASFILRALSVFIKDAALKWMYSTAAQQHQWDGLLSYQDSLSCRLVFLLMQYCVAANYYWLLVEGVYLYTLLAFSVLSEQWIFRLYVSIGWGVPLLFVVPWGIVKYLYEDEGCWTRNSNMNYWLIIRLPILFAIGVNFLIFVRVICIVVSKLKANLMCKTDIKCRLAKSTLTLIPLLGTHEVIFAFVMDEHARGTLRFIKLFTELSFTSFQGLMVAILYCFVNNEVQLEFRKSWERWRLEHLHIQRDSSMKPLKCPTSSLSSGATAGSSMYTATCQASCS
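Luminescence readout: a drop in cAMP-driven luciferase signal flags inverse agonism at a constitutively active GLP-1R stably expressed in HEK293. Compound exposure lasted 24 hr at 37 deg C, 5% CO2.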
TDP43 rescue: inhibitors of TDP-43 toxicity in yeast; TDP-43 expressing yeast growth rescue, BacTiter-Glo, 24 h; 1.8% of 410,000 active; AID 652104; Potency, µM (highest dose often 46.1 µM), for the others: top-dose growth rescue (activation), hits mostly activators; also: % of control where 0% means no effect; nearly all actives have a fitted effect of over 50% in size
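Yeast expressing TDP-43 (pregrown in raffinose, seeded at OD600=0.02 in galactose medium) exposed to compounds 24 hr at 30 deg C. Growth read by BacTiter-Glo luminescence; rescue of toxicity appears as increased signal.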
SW480 rereplic: DNA re-replication induction in SW480 cells; Potency, µM (highest dose often 46.1 µM), for the others: at the top dose re-replication activation, actives largely listed as activators; SW480 DNA re-replication, Hoechst DNA content imaging, 48 h; 1.8% of 340,000 active; also: % of control where 0% means no effect; nearly all actives have a fitted effect of over 55% in size
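250 cells/well; 23 nL cpd via pin tool; 48 hr, 37 C, 5% CO2; Hoechst 40 min; imager read of total nuclear intensity, ex 405/em 500-530 nm.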
KB-3-1 cytotox: kills parental KB-3-1 adenocarcinoma cells; AID 1347075; Potency, µM (titrated, usually from 46.1 µM), inactives show at the highest dose activity change, negative = cytotoxic, hits mostly cytotoxic; 1.4% of 400,000 active; KB-3-1 viability, CellTiter-Glo ATP luminescence, 72 h; also: % is scaled to controls: 0 for no effect and ±100 for the full control effect; nearly all actives have a fitted effect of over 60% in size
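Cells are dispensed, compounds pinned in, plates held at 37 °C for 72 h, then CellTiter-Glo is added and luminescence read after 10 minutes. Cell line: parental KB-3-1 in phenol-red-free DMEM, 10% FBS.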
GLP-1R agonist: agonists of human GLP-1 receptor | AID 624172 | HEK293 GLP-1R CRE-luciferase, luminescence, 4-6 h; cells express a hypersensitive GLP-1R form | 0.007% of 380,000 active | P43220 | Potency, µM (titrated, usually from 45.6 µM), without a hit: at the highest dose activation, most hits filed as activators; also: % of control where 0% means no effect
* hit, by the source's call; ? = inconclusive; · = not tested or not shown; & = joins results of further samples; [ ] = another dose, or the depositor's remark. Calls follow the shape of the dose curve; as a rule, active = well fitted curve in the direction sought with a large enough effect; inconclusive = small, poorly fitted or top-dose-only effect, or another doubt; inactive = no such curve, though single readings can be large; an effect the other way counts as inactive or inconclusive. Potency is read from the fitted curve at half-maximal effect.

SMILES	HT1080NT lethal	HT1080 IDH1KD tx	KB-V1 cytotox	HEK293 tox	GLP-1R inv ag	TDP43 rescue	SW480 rereplic	KB-3-1 cytotox	GLP-1R agonist
COc1ccc2[nH]c3c(c2c1)CCN1C(=O)C(CC(=O)NCc2ccc(OC)c(OC)c2)C[C@H](C(=O)N2CCOCC2)[C@@]31C (stereo not given in full)	1%	7%	15%	6%	11%	9%	-4%	8%	-1%
COc1cccc(-c2cc(C(=O)Nc3cccnc3Cl)no2)c1	21%	9%	15%&2%	0%&1%	4%&3%	5%&24%	-4%	17%&19%	-1%
O=C(Nc1nc2ccccc2n1Cc1ccccc1)c1ccc(COc2ccccc2[N+](=O)[O-])o1	-2%	6%	?	-16%	0%	-11%	?	-5%	0%
COc1ccc(CC(NC(C)=O)C(=O)NC2CCN(c3c(Cc4ccccc4)c(C)nc4ncnn34)CC2)c(OC)c1 (stereo not given)	-4%	-14%	?	?	-3%	12%	16%	-3%	11%
CN(c1ccccc1)c1nc(N)c([N+](=O)[O-])c(N2CCCCCC2)n1	-15%	?	?	15%	?	?	?	-8%	32%
COc1ccc(N2CCN(C(c3ccc4ncccc4c3)c3nnnn3C(C)C)CC2)cc1 (stereo not given)	5%	3%	9%	-11%	-18%	-22%	-8%	-1%	4%
O=S(=O)(Nc1ccc2c(c1)OCO2)c1ccc(Cl)cc1F	-2%	5%	0%	-23%	-28%	?	-6%	-1%	4%
COc1ccccc1N(CC(=O)NC1CCCC1)C(=O)c1csnn1	15%	21%	1%	11%	-10%	5%	-3%	7%	1%
Fc1ccc(CSc2ncnc3scc(-c4ccccc4)c23)cc1	2%	-2%	15µM*	0%	?	21%	0%	-26%	1%
O=C(C1=COCCO1)N(Cc1nnc(-c2ccc(Cl)cc2)o1)C1CC1	5%	0%	5%	-6%	5%	-17%	16%	-11%	12%
O=C(NCc1ccccn1)NC12CC3CC(CC(C3)C1)C2	24%	?	?	3%	0%	15%	2%	-1%	-2%
C[C@H]1CC[C@@]2(O[C@@H](CCO)C[C@@H](O)[C@@H]2O)O1	4%	-3%	-3%	?	23%	-9%	-5%	-17%	-3%
C/C(=N\NC(=O)c1ccncc1)c1cc2ccccc2oc1=O	-15%	?	10%	?	?	10%	?	11%	-4%
COC(=O)c1cc(OC)c(OC)cc1NC(=O)c1c(-c2ccccc2)noc1C	-3%	-4%	?	-9%	22%	-12%	4%	-3%	17%
CC1CC(N(C(=O)c2ccco2)c2ccccc2)c2ccccc2N1C(=O)c1ccco1 (stereo not given)	-7%	-27%	-14%	-1%	0%	-24%	?	0%	5%
NS(=O)(=O)c1ccc(CNC(=O)NC23CC4CC(CC(C4)C2)C3)cc1	-15%	-14%	0%	-12%	0%	-21%	-15%	-3%	2%
O=C(Nc1ccccc1)C(Cl)C(=O)c1ccccc1 (stereo not given)	8%	11%	1%	-5%	15%	-93%[inhibitor]	0%	-3%	-6%
CCc1ccc(NC(=O)C(CC)Sc2nc3ccsc3c(=O)n2CCC(=O)O)cc1 (stereo not given)	1%	-1%	?	0%	12%	-3%	3%	-2%	-4%
Cc1ccc(C(=O)c2cn(Cc3ccc(F)cc3)c3nc(C)ccc3c2=O)cc1	·	·	-4%	-16%	-18%	?	·	-3%	2%
COCCNC(=O)c1cc2c(Br)ccc(Br)c2nc1N	-6%	-2%	0%	1%	4%	0%	·	13%	2%
CN(C)N1C(N)=C(C#N)C(c2ccccc2F)C2=C1CC(C)(C)CC2=O (stereo not given)	1%	0%	2%	-15%	-12%	16%	2%	2%	5%
C#CCOCCOCCOCCNc1nc(N2CCN(C(=O)[C@H](CCC(=O)O)n3cc(C(N)[C@H](C)CC)nn3)CC2)nc(N2CCN(C(=O)[C@H](Cc3ccc(O)cc3)n3cc(C(N)[C@H](C)CC)nn3)CC2)n1 (stereo not given in full)	0%	11%	-9%	7%	17%	-7%	-8%	-6%	-4%
C=CCn1c(SCC(=O)NC2CC2)nnc1C1CC1	14%	10%	6%	-8%	3%	1%	1%	12%	-5%
CCc1ccc(CNC(=O)CCCn2nc(C)n3ccnc3c2=O)cc1	6%	7%	-2%	1%	4%	10%	-6%	-3%	-3%
CC(C)c1ccc(CCNC(=O)CSC(=S)N2CCCC2)cc1	-1%	21%	?	-9%	?	?	?	0%	4%

Exported with values under each structure: two of the compounds above
Every second line gives: HT1080NT lethal, HT1080 IDH1KD tx, KB-V1 cytotox, HEK293 tox, GLP-1R inv ag, TDP43 rescue, SW480 rereplic, KB-3-1 cytotox, GLP-1R agonist
> Cc1ccc(C(=O)c2cn(Cc3ccc(F)cc3)c3nc(C)ccc3c2=O)cc1
  ·, ·, -4%, -16%, -18%, ?, ·, -3%, 2%
> Fc1ccc(CSc2ncnc3scc(-c4ccccc4)c23)cc1
  2%, -2%, 15µM*, 0%, ?, 21%, 0%, -26%, 1%

The list continues:
SMILES	HT1080NT lethal	HT1080 IDH1KD tx	KB-V1 cytotox	HEK293 tox	GLP-1R inv ag	TDP43 rescue	SW480 rereplic	KB-3-1 cytotox	GLP-1R agonist
COc1cccc(NC(=O)CN(C)C(=O)c2ccc(S(=O)(=O)Nc3ccccc3F)cc2)c1	-3%	-11%	-5%	-17%	-16%	8%	1%	16%	2%
CCS(=O)(=O)c1nn2c(N)c(/C=C3/C=CC(=O)C(OC)=C3)c(=O)nc2s1	17%	16%	?	-12%	5%	?	-11%	17%	-14%
Cc1oc(C(C)(C)C)cc1-c1cc(NC(=O)c2ccc([N+](=O)[O-])cc2)n[nH]1	?	-27%	2%	-26%	-22%	17%	-40%[inhibitor]	-14%	9%
COC(=O)c1sccc1NC(=O)Nc1ccc(F)cc1F	18%	0%	-5%	12%	15%	?	-2%	0%	3%
CC(C(c1cccs1)c1c(N)n(C)c(=O)n(C)c1=O)[N+](=O)[O-] (stereo not given)	-1%	-3%	3%	0%	-5%	14%	10%	3%	0%
Cc1ccc(NCCCn2cnc3c(OCc4ccccc4)ncnc32)cc1C	-21%	-27%	0%	-15%	?	?	6%	0%	-1%
Cc1ccc(-c2nc3nc(C)cc(N4CCN(c5cccc(C)c5C)CC4)n3n2)cc1	·	·	9%	3%	-5%	2%	·	-1%	-2%
COc1ccc(C(=O)CN2C(=O)N(c3ccc(C(C)=O)cc3)S(=O)(=O)c3ccccc32)cc1	·	·	?	-1%	12%	10%	·	4%	0%
CSc1ccc(CN2CCC(n3nccc3NC(=O)c3ccccc3C)CC2)cc1	-30%	-16%	?	-7%	?	2%	-5%	?	-2%
O=S1(=O)N=C(N2CCN(c3ccc(F)cc3)CC2)c2ccccc21	7%[9.24 µM]	-18%	-12%	5%	33%[activator]	-11%	-2%	2%	-13%
O=C(NCc1cccnc1)c1cccc(Cl)c1	15%	15%[9.24 µM]	-2%	-8%	3%	-4%	-10%	0%	-14%
CC(C(=O)NCC1CCCCC1)N(C)Cc1ccc(Cl)cc1 (stereo not given)	-17%	-16%	-11%	9%	?	8%	-1%	0%	15%
Cc1ccc(C)c(SCc2nc3sc(C(=O)O)c(C)c3c(=O)[nH]2)c1	13%	13%	27%	3%	35%[activator]	-4%	-4%	7%	7%
O=[N+]([O-])c1cc(Br)c(OCc2nnc(-c3ccccc3)o2)c(Br)c1	1%	-2%	8%	-2%	21%	18%	-7%	0%	4%
O=[N+]([O-])c1cc(-c2nc(-c3ccccc3)no2)ccc1NCCc1ccccc1	·	·	1%	-3%	14%	10%	·	1%	·
COC(=O)CNC(=O)CSc1nnc(-c2ccc(OC)cc2)n1CC(C)C	2%	10%	?	-8%	8%	-31%[inhibitor]	1%	?	-12%
O=C(N=C1c2ccccc2CN1c1cccc(Cl)c1)c1cccnc1	13%	6%	5%	1%	2%	?	?	-18%	-2%
O=C(OCc1cnc(Cl)s1)c1cccc(Cl)c1Cl	15%	6%	26%	-2%	-12%	23%	-3%	14%	10%
Cc1cc(NC(=O)CSCC(=O)NC(C)c2ccccc2)no1 (stereo not given)	-1%	1%	-2%	22%	12%	11%	-15%	6%	1%
CC1CCC(Nc2nnnn2-c2ccccc2)CC1 (stereo not given)	?	-1%	?	-13%	-12%	-15%	-7%	-2%	4%
COc1cccc(C(=O)O/N=C(\N)c2ccc([N+](=O)[O-])cc2)c1OC	?	?	-5%	?	30%[activator]	0%	0%	-7%	7%
CCN=c1sc(C(=O)NCCc2ccccc2)cc(=O)n1CC	?	?	?	?	?	?	?	?	-4%
Cc1ccc(-n2nnnc2SCC(=O)c2ccc3c(c2)NC(=O)CO3)c(C)c1	2%	-2%	1%	5%	-2%	-10%	3%	-23%	8%
Cn1c(/C=C/c2ccccc2)nc2ccccc2c1=O	?	?	?	0%	2%	?	16%	?	9%
CCN(CC)CCCCN1c2ccccc2Sc2ccccc21	18µM*	23µM*	?	?	5µM*	-1%	18µM*	?	-2%

Shown as a hit in GLP-1R inv ag, among the entries above:
SMILES	GLP-1R inv ag	SW480 rereplic	GLP-1R agonist
CCN(CC)CCCCN1c2ccccc2Sc2ccccc21	5µM*	18µM*	-2%

Next compounds:
SMILES	HT1080NT lethal	HT1080 IDH1KD tx	KB-V1 cytotox	HEK293 tox	GLP-1R inv ag	TDP43 rescue	SW480 rereplic	KB-3-1 cytotox	GLP-1R agonist
Cc1ccc(C2NC(=O)CCC2[N+](=O)[O-])cc1 (stereo not given)	21%	0%	2%	-2%	1%	1%	19%	3%	1%
COC(=O)c1ccc(NC(=O)c2cc[n+]([O-])cc2)cc1	5%	0%	0%	-4%	2%	-16%	0%	13%	-7%
O=C(OCc1ccccc1)N1CCC2CC1c1cc(-c3cc4ccccc4o3)ccc12 (stereo not given)	12%	2%	?	-2%	6%	0%	·	?	-1%
CS(=O)(=O)N1CCN(CC(=O)NC2CCCCC2)CC1	-11%	8%	21%	3%	12%	-17%	-78%[inhibitor]	-1%	2%
O=C(CN1C(=O)NC(Cc2ccccc2)C1=O)Nc1ccccc1 (stereo not given)	8%	11%	23%	-4%	-21%	-3%	1%	15%	-16%
COc1cc(OC)cc(C(=O)Nc2cc(-c3nc4ccccc4[nH]3)ccc2C)c1	·	·	?	?	?	?	·	-25%	-7%

High-throughput results: PubChem, National Center for Advancing Translational Sciences (NCATS)
